# KLK7 zymogen act = proKLK7 zymogen activators, primary screen, biochemical, fluorescence intensity; Kallikrein-7 (Homo sapiens), P49862; purified proKLK7, EDANS-DABCYL substrate fluorescence; 100% is mature enzyme control, 0% vehicle; activation, % at 7 µM; 370,000 compounds, 0.9% hits;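 active means activation above the mean of all tested compounds plus 3 SD, computed per campaign excluding outliers beyond control limits, cut at about 13% in these data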
# sPLA2-III inh = human group III sPLA2 inhibitors, primary screen, biochemical, QFRET, BODIPY PC-A2 liposome substrate; QFRET BODIPY PC-A2 liposome hydrolysis, fluorescence; inhibition, % at 12.2 µM; 370,000 compounds, 0.56% hits; AID 743126, 2013;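 active means inhibition above mean plus 3 SD of compounds lying within the high and low control bounds, cut at about 19% in these data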;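 further: 0% = median of test compound wells and 100% = no enzyme DMSO wells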
# Target sequence (Q9NZ20 whole entry, looked up): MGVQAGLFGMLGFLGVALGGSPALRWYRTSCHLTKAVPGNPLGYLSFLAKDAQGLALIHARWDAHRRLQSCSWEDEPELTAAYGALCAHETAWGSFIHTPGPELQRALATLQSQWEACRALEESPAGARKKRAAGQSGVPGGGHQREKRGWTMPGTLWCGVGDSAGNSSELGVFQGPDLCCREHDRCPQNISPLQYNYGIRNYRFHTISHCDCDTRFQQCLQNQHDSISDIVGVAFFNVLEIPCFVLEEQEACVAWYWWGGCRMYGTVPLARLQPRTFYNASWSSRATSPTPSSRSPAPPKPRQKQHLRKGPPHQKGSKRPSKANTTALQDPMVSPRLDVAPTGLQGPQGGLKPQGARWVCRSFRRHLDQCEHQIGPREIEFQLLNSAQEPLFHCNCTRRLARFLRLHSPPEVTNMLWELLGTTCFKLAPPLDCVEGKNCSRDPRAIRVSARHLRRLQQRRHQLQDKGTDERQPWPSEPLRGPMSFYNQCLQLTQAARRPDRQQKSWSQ
# NPR1 activator = GC-A stimulated cGMP production enhancers – HEK293 GC-A cells, cGMP TR-FRET, EC30 ANP, primary screen; activation, % at 10 µM; 370,000 compounds, 0.14% hits; 0% at EC30 ANP, 100% saturating ANP; in the data active means activation above about 40%
# ARFGAP1 inh = inhibitors of rat ARFGAP1 GAP activity, primary screen, biochemical, fluorescence polarization, GDP tracer; inhibition, % at 16.5 µM; ADP-ribosylation factor GTPase-activating protein 1 (Rattus norvegicus), Q62848; Arfgap1-stimulated ARF1 GTP hydrolysis, GDP FP detection; 360,000 compounds, 0.26% hits; AID 651572, 2012;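 active means inhibition above a per-plate limit, mean inhibition of low control wells plus 3 SD, cut at about 25% in these data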;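 further: 0% = DMSO wells with enzyme and 100% = wells lacking Arfgap1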
#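 System: truncated rat Arfgap1 GAP domain / Benchmarks: high control wells lacking Arfgap1, low control full reaction with DMSO / Times: compound-enzyme preincubation 20 min, reaction 120 min, detection 60 min, 25 °C / Repeats: one replicate per compound / Also added: human ARF1(Δ1-17)-GTP substrate / Measured by: Tracer-displacement fluorescence polarization with EDTA stop, 620/688 nm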
# ASAP1 GAP inh = inhibitors of human ASAP1 ArfGAP activity, primary screen, biochemical, fluorescence polarization. ASAP1-stimulated ARF1 GTP hydrolysis, GDP FP detection. inhibition, % at 16.5 µM. 360,000 compounds, 0.19% hits; in the data active means inhibition above about 25%;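 further: 0% = vehicle with enzyme and substrate and 100% = no enzyme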
# Tn6 DDE FP = inhibitors of Tn6 peptide binding to fibrin DD(E), primary screen, biochemical, fluorescence polarization, human fibrin, Tn6 probe; Fibrinogen beta chain (Homo sapiens), P02675; Fibrin DD(E) TRITC-Tn6 fluorescence polarization displacement; inhibition, % at 8.3 µM; 370,000 compounds, 0.21% hits; AID 720509, 2013;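 active means inhibition above a per-campaign cutoff: mean of compounds within control limits plus 3 SD, cut at about 15% in these data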;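 further: 0% = median of all compound wells on the plate and 100% = blocking peptide control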
# ADAM10 inh = human ADAM10 inhibitors, primary screen, biochemical, QFRET, HTS. inhibition, % at 7 µM. recombinant ADAM10, EDANS/DABCYL FRET peptide cleavage, 3 h. 370,000 compounds, 0.62% hits. Disintegrin and metalloproteinase domain-containing protein 10 (Homo sapiens), O14672;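 active means inhibition above a per-campaign cutoff equal to the mean of compounds falling between control-based bounds plus 3 SD, cut at about 20% in these data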;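 further: 0% = DMSO wells while the 100% control is not disclosed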
# Target sequence (O14672 214-748 limits assumed): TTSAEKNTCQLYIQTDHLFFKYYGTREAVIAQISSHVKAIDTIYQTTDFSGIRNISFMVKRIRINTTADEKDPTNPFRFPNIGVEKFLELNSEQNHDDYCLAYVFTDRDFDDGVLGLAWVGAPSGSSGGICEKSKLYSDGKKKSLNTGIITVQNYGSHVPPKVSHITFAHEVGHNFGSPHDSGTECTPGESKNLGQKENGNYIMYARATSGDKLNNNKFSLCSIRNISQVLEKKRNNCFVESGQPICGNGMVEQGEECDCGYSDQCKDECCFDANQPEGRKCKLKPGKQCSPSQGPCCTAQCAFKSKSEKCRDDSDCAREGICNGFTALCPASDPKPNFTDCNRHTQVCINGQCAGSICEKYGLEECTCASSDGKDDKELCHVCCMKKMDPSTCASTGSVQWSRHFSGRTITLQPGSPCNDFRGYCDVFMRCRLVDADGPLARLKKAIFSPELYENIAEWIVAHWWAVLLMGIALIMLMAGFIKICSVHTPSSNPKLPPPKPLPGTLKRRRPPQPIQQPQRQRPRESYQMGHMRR
# GAA850 FXN act = FXN promoter activators, primary screen, cell-based, luciferase luminescence, HEK293 lucGAA850; 360,000 compounds, 0.56% hits; AID 540364, 2011; HEK293 lucGAA850 FXN promoter luciferase reporter, 24 h; percent of 10 µM SAHA response; activation, % at 6 µM;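 active means activation above the average of all compounds screened plus 3 SD, cutoff fixed separately per campaign, cut at about 7.5% in these data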;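 further: 0% = DMSO wells and 100% = 10 µM SAHA wells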
# GC-B act = human GC-B receptor activators, primary screen, HEK293 GC-B cells, cGMP TR-FRET, EC30 CNP. AID 1920062, 2024. 0% at EC30 CNP, 100% saturating CNP. Atrial natriuretic peptide receptor 2 (Homo sapiens), P20594. activation, % at 10 µM. 370,000 compounds, 0.11% hits;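 active means activation at 10 µM reaching about 35% in either raw or pattern-adjusted values, limit read from the data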
# rCAG binder = binders of r(CAG) RNA repeats, primary screen, biochemical, fluorescence; r(CAG) RNA repeat, TO-PRO-1 dye displacement fluorescence; inhibition, % at 3 µM; 370,000 compounds, 1.3% hits; AID 651821, 2012;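 active means inhibition above the plate cutoff, the mean of all test compounds on that plate plus 3 SD, cut at about 35% in these data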;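 further: 0% = DMSO alone and 100% = 100 µM mitoxantrone as full dye displacement; higher means more dye released from RNA so lower well fluorescence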
# The depositor's hits bear a star; . = not tested or not shown.
smiles	KLK7 zymogen act	rCAG binder	ADAM10 inh	GC-B act	NPR1 activator	ASAP1 GAP inh	ARFGAP1 inh	Tn6 DDE FP	sPLA2-III inh	GAA850 FXN act
N#Cc1c(Nc2ccc(F)cc2)sc(C(=O)c2ccc(F)cc2)c1N	0.6	8	2	-8	-2	9	3	6	-16	3.1
COc1cccc(N(CC(=O)NC2CCCCC2)C(=O)CCC(=O)Nc2nccs2)c1	-0.7	0	2	-4	-5	-12	2	5	-4	-0.8
Clc1cccc2sc(-c3nnc(-c4ccccc4)o3)c(Cl)c12	0.3	3	-2	-3	-4	-5	-8	1	-3	3.6
O=C(c1ccc(-c2ccc([N+](=O)[O-])cc2)o1)N1CCCCC1	-0.2	11	2	-2	3	7	16	1	10	8.5*
CC1(C)COC(Cc2ccccc2)=N1	0.0	0	6	1	1	9	0	-11	-1	-1.5
COC(=O)c1n[nH]nc1-c1ccccc1	0.3	-1	-6	-2	4	-4	-20	0	8	1.9
CCOC(=O)c1c(NC(=O)CN2CCN(C(=O)C3CCCO3)CC2)sc(C)c1C (stereo not drawn)	0.2	-2	-2	-8	-6	-14	-3	-2	-1	0.5
CC(C)(C)[C@H]1COC(=O)[C@@H](Cc2ccc(F)cc2)C/C=C\C[C@@H](CC(=O)N[C@H](CO)Cc2ccccc2)C(=O)N1	0.1	-7	1	3	3	-18	0	6	-1	-2.7
Cc1nn(Cc2ccccc2)c(C)c1CNC(=O)CN=C1NS(=O)(=O)c2ccccc21	0.0	-1	3	2	3	4	3	-3	-2	-0.1
COc1ccc(Nc2nc(N)nc(CN3CCc4ccccc4C3)n2)cc1	0.5	6	-7	8	8	-10	-17	1	-13	1.8
COc1ccc(NS(=O)(=O)c2cccc(N/C(=N\S(=O)(=O)c3ccccc3)c3ccc(F)cc3)c2)cc1	-0.1	11	21*	-2	-4	-15	18	-1	-48	-2.2
Oc1c(Br)cc(Br)cc1/C=N/c1nccs1	-1.3	12	-9	-5	0	-4	-24	-6	-1	1.0
CC1ON=C(c2ccccn2)N(Cc2ccc(S(C)(=O)=O)cc2)C1=O (stereo not drawn)	-0.9	-1	-19	-3	1	9	8	4	7	-1.5
CCOc1ccc(S(=O)(=O)NCc2ccncc2)cc1NC(=O)c1ccccc1F	0.1	8	16	-3	-2	14	9	-2	6	-0.4
O=C(NNC(=S)NCc1ccco1)c1ccccc1Br	0.1	1	8	3	1	0	-10	4	13	0.3
CN(C)c1ccc(CNC(=O)CC[C@H]2O[C@@H](n3cnc4c(NC(=O)c5ccccc5)ncnc43)[C@H](O)[C@@H]2O)cc1	0.2	4	-5	1	-2	1	10	4	2	.
Cc1nnsc1C(=O)Nc1cccc(Cl)c1Cl	-0.1	0	-4	6	1	-8	-10	1	-5	0.4
CN(C(=O)COC(=O)c1ccccc1SCC(=O)N1CCCC1)C1CCS(=O)(=O)C1 (stereo not drawn)	0.5	-1	16	8	1	6	7	0	4	0.5
COc1ccc(C(=O)Nc2ccc(S(=O)(=O)NC(C)C)cc2)cc1	0.6	-1	3	3	1	0	12	-14	-11	0.1
CCc1cc(OCCCSc2nc(C)cc(=O)[nH]2)ccc1Cl	0.1	3	-1	-4	2	-2	-8	-3	-10	-0.3
COc1cc(C)ccc1OCC(=O)Nc1ccc2c(c1)OCO2	-0.5	4	-9	4	2	9	-2	3	1	3.5
O=C(O)Cn1nc(C(F)(F)F)c2c1CCCC2	0.3	1	1	5	-4	15	-11	-1	-2	1.3
CCN(CC)S(=O)(=O)c1ccc(/C=C/C(=O)OCC(=O)NC(=O)C2COc3ccccc3O2)cc1 (stereo not drawn)	-0.4	5	-9	4	2	-6	3	8	-4	3.9
CCOC(=O)C1=C(C)Nc2ncnn2C1c1c[nH]c2ccccc12 (stereo not drawn)	-0.2	-3	1	-3	-5	4	-2	3	6	0.9
CC(=O)C1=C(C)NC(SCC(=O)c2ccc(F)cc2)=C(C#N)C1c1ccco1 (stereo not drawn)	0.2	17	0	15	12	5	0	4	-35	-0.1
COc1ccc(-n2nnnc2C(c2cc3ccccc3o2)N2CCN(C/C=C/c3ccccc3)CC2)cc1 (stereo not drawn)	0.7	7	11	1	0	18	7	1	-14	.
CN1/C(=C/C(=O)c2ccc(Cl)cc2)Sc2cc3c(cc21)OCO3	-5.0	4	-13	-26	-41	13	5	2	-3	5.6
CC(C)[C@H](CO)Nc1nc(NCc2ccc(S(N)(=O)=O)cc2)c2ncn(C(C)C)c2n1	-0.2	-1	-8	6	3	14	14	10	3	4.4
CC(C)C[C@H]1CN(CCCC[C@@H]2CNC(=O)C(=O)N2Cc2ccccc2)C(=O)C(=O)N1CCc1ccc(O)cc1	0.2	0	-14	3	6	-1	9	2	3	.
Nn1c(SCCOc2ccc(Cl)cc2)nnc1-c1cccnc1	0.6	-1	0	-1	6	-2	7	0	5	0.1

# Single values from the results shown:
# `N#Cc1c(Nc2ccc(F)cc2)sc(C(=O)c2ccc(F)cc2)c1N` – ARFGAP1 inh: 3
# `COc1ccc(-n2nnnc2C(c2cc3ccccc3o2)N2CCN(C/C=C/c3ccccc3)CC2)cc1` (stereo not drawn) – rCAG binder: 7

# Next entries follow:
smiles	KLK7 zymogen act	rCAG binder	ADAM10 inh	GC-B act	NPR1 activator	ASAP1 GAP inh	ARFGAP1 inh	Tn6 DDE FP	sPLA2-III inh	GAA850 FXN act
O=C(CN1C(=O)NC2(CCCC2)C1=O)NCCc1ccc(Cl)cc1Cl	-0.3	-1	-7	5	-2	-1	7	5	14	1.3
Cc1cccc(N2CCN(CC(O)COc3ccc(Cl)cc3)CC2)c1 (stereo not drawn)	0.1	-5	-4	0	-6	-6	-1	0	-1	0.7
COc1ccccc1NC(=O)N(c1c(N)n(Cc2ccccc2)c(=O)[nH]c1=O)C1CCCC1	0.5	0	2	4	-1	2	4	-5	5	-0.8
COc1ccc(Nc2cc(Cl)ccc2C(=O)O)cn1	0.1	2	2	-1	0	12	-10	0	-8	-1.0
Cc1ccc(C(=O)NNC(=O)C2CCN(S(=O)(=O)c3ccc(Cl)cc3)CC2)cc1	0.1	0	1	-2	0	-4	-6	-2	-14	-0.3
COc1ccc(NC(=O)CC2C(=O)N(Cc3ccco3)C(=S)N2C(C)C)cc1 (stereo not drawn)	0.0	5	1	1	3	-4	10	-1	-6	-2.8
CCCCN1CC(O)=C(c2nc3ccccc3s2)C1=N	-0.7	9	-14	-5	33	16	-2	-12	3	3.8
CCOc1ccc(NC(=O)CN(C)S(=O)(=O)c2cnc[nH]2)cc1	-0.4	0	-4	1	2	5	5	4	-4	-1.1
N#Cc1ccc(C(=O)Nc2cc(S(=O)(=O)Nc3ccc(Cl)cc3)ccc2N2CCCCC2)cc1	0.1	29	-9	2	-5	-1	5	-4	0	1.4
c1ccc2c(c1)OCC(c1nnc3n1-c1ccccc1SC3)O2 (stereo not drawn)	0.7	2	0	1	1	11	-1	-4	1	0.5
O=C1CCC(c2ccc3ccccc3c2)O1 (stereo not drawn)	-0.1	3	-9	-3	-2	0	15	0	2	1.1
COc1ccc(/C=C/C(=O)OCC(=O)Nc2ccc(Cl)cn2)cc1	-0.3	3	-6	-2	7	9	3	4	1	-1.5
O=C(N[C@@H](Cc1c[nH]c2ccccc12)C(=O)O)c1ccc(Cl)cc1	0.8	4	-4	-5	0	9	-6	5	-37	1.0
COCCCN(CC(=O)Nc1ccc(F)cc1)S(=O)(=O)c1cccs1	-0.1	-1	-8	3	3	4	2	-6	1	1.3
CNC(=O)c1cccn1-c1ccsc1C(=O)OC	0.0	-3	10	2	3	-2	-8	0	6	0.8
CCCN1CCCc2cc(CN)ccc21	-0.8	-1	-57	-9	-4	-14	-13	5	14	-1.6
O=C(COc1ccccc1)NCC(=O)N/N=C/c1cc(Br)ccc1OCc1ccccc1	-0.7	8	13	-11	-13	10	15	2	-25	0.6
CC(=O)Nc1ccc(S(=O)(=O)Oc2cccc(/C=N/N=C3/NC(=O)C(CC(=O)O)S3)c2)cc1 (stereo not drawn)	-0.1	23	-2	2	-2	-5	-9	-1	-10	0.3
Cc1ccc(S(=O)(=O)NCc2ccccc2)cc1C(=O)NCc1ccccn1	0.0	-3	3	-2	6	-1	0	-1	2	-1.6
C/C(=N/NS(=O)(=O)c1ccc(Cl)cc1)c1ccc2c(c1)OCO2	0.1	6	3	6	5	-5	0	-10	9	0.7
COC(=O)c1ccccc1NC(=O)c1ccc2c(c1)C(=O)N(Cc1ccco1)C2=O	0.6	0	5	-2	-7	-5	11	5	1	1.9
O=C(O)c1ccc(N=NN2CCCCC2)cc1	0.3	0	1	-9	0	0	-14	-2	2	4.9
CNC(=S)NN(C)c1nc(C)cc(C)n1	-0.3	3	3	2	-1	3	-6	5	0	2.6
COc1ccc(Cn2cc(CN3CC(N4CCN(Cc5ccccc5F)CC4)CS3(=O)=O)nn2)cc1 (stereo not drawn)	-0.8	0	2	-1	2	5	-9	-2	-5	.
CCN(c1ccc(F)cc1)S(=O)(=O)c1ccc2[nH]cc(C(=O)NCCCN3CCOCC3)c(=O)c2c1	-1.3	-2	-33	0	0	5	3	5	-9	0.7
COc1cc(CN2CCCC(N3CCN(c4ccc(F)cc4)CC3)C2)ccc1F (stereo not drawn)	0.1	-12	-4	1	-2	-1	-4	2	-4	-0.8
COc1ccccc1[C@@H]1C(c2cccc(Cl)c2)=NN(c2ccc(Br)cc2)[C@H]1C(=O)N1CCOC1=O	-3.2	10	-203	0	0	-6	-6	3	3	-0.9
COc1ccccc1NC(=O)COC(=O)C12CC3CC(CC(Br)(C3)C1)C2	0.4	-3	3	-1	-2	3	-2	4	-15	2.8
Cc1ccc(NC(=O)C(NC2CCCc3ccccc32)c2ccccc2)cc1Cl (stereo not drawn)	0.3	4	7	-1	-4	9	-3	4	-2	3.4
CCn1c2ccccc2c2cc(/C=N/NC(=O)c3ccccc3)ccc21	-18	10	-149	-3	-9	-3	-2	2	-1	-12
Cc1ccccc1NC(=O)CSCc1nc(N)nc(Nc2ccccc2C)n1	-0.1	-2	3	1	-2	1	-7	-6	3	1.7
